Giardia kill: Small Molecules that selectively kill Giardia lamblia: qHTS. Giardia lamblia trophozoite viability. activity change, % at 7.66 µM, hits read low. 340,000 compounds, 0.15% hits. AID 540267, 2011; in the data active = activity change below about -80%; inconclusive = between about -30% and that limit;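 note: parasites exposed to compound for two days anaerobically before the ATP read; % is set by controls: 0 for no effect and ±100 for the full control effect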
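Anaerobic 48 hrs incubation at 37 deg C of 100 trophozoites/well with test compounds; ATPLite 1-Step luminescence, 15-30 min RT, reports cellular ATP as viability.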
Rab9 prom act: qHTS Assay for Rab9 Promoter Activators; Huh7 Rab9 promoter-luciferase reporter, luminescence, 24 h; 320,000 compounds, 2.8% hits; Potency, µM (top dose mostly 9.22 µM), inactives show top-dose activation, negative = inhibition, hits mostly activators; note: potency is the fitted concentration of half-maximal effect; % of control where 0% means no effect; nearly all actives have a fitted effect of over 60% in size
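Luminescence read-out: Huh7 cells stably expressing Rab9-luciferase, treated 24 h with compound at 37 °C, then lysed with luciferase reagent for 10 min at ambient before reading.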
NPC1 promoter act: qHTS Assay for NPC1 Promoter Activators. AID 485313, 2010. Huh7 NPC1 promoter luciferase reporter, 24 h. 320,000 compounds, 2.4% hits. Potency, µM (titrated, usually from 9.22 µM), inactives show at the top dose activation, hits mostly activators;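 note: potency is the fitted concentration of half-maximal effect; % of control where 0% means no effect; nearly all actives have a fitted effect of over 60% in size; reporter is driven by a mutant NPC1 promoter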
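Cells: Huh7 expressing luciferase under the NPC1 promoter, 1500/well. Seeded 2 h, compound added, incubated 24 h at 37 °C. Luciferase reagent, 10 min ambient, then luminescence.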
BRCA1 expr up: qHTS Assay to Identify Small Molecule Activators of BRCA1 Expression. Potency, µM (highest dose often 46.1 µM), without a hit: at the highest dose activation, actives largely listed as activators. MCF7-BRCA1-FFLuc reporter, luminescence, 48 h; response scale: scaled: vehicle 0%, 10 µM genistein 100%. AID 624202, 2012. 380,000 compounds, 1.1% hits; note: potency is the fitted concentration of half-maximal effect; nearly all actives have a fitted effect of over 80% in size; some results filed as inactive show a strong effect at the top dose
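MCF7 cells carrying a BRCA1-firefly luciferase reporter (2000 cells/well, phenol-red free MEM) were attached for 2 h at 37 °C, then given compounds for 48 h. Luminescence was read 15 min after luciferase reagent; activity normalized to genistein (10 microM) and DMSO.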
PKM2 activator: qHTS Assay for Activators of Human Muscle isoform 2 Pyruvate Kinase; purified PKM2, Kinase-Glo ATP luminescence, activation; response scale: 0% is enzyme alone, no compound; Potency, µM (titrated, usually from 57.5 µM), inactives show at the top dose activation, actives largely listed as activators; 260,000 compounds, 0.34% hits; AID 1631, 2009; note: potency is the fitted concentration of half-maximal effect; % is set by controls: 0 for no effect and ±100 for the full control effect; nearly all actives have a fitted effect of over 55% in size
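hPK-M2, >95% pure; 0.1 mM ADP / 0.5 mM PEP final; imidazole pH7.2 buffer w/ 7 mM MgCl2, 50 mM KCl; 1 h RT; Kinase-Glo lum. Intermediate enzyme activity for dual inhibitor/activator qHTS.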
ELG1 genotox: qHTS screen for small molecules that induce genotoxicity in human embryonic kidney (HEK293T) cells expressing luciferase-tagged ELG1. Potency, µM (titrated, usually from 46 µM), without a hit: top-dose activity change, positive = activation, hits mostly activators. AID 504466, 2011. HEK293T ELG1-luciferase reporter, luminescence, 16 h. 330,000 compounds, 1.3% hits; note: potency is the fitted concentration of half-maximal effect; % of control where 0% means no effect; nearly all actives have a fitted effect of over 60% in size
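16 hr compound incubation (37 °C, 5% CO2) of HEK293T cells carrying luciferase-tagged ELG1; luciferase then measured by ONE-Glo luminescence after 30 min at RT.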
VP16 counter: VP16 counterscreen qHTS for inhibitors of ROR gamma transcriptional activity; AID 2546, 2010; Potency, µM (top dose mostly 53.6 µM), for inactives: top-dose activity, negative = inhibition, most hits filed as inhibitors; Drosophila S2 Gal4-VP16 UAS-luciferase, luminescence, 20 h; 310,000 compounds, 3.5% hits;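 note: Gal4-VP16 expression switched on by copper sulfate through the metallothionein promoter; potency is the fitted concentration of half-maximal effect; % is set by controls: 0 for no effect and ±100 for the full control effect; nearly all actives have a fitted effect of over 50% in size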
Menin MLL FP TR: qHTS Assay for Inhibitors Targeting the Menin-MLL Interaction in MLL Related Leukemias: Competition With Texas Red Labeled MLL-derived Mutant Peptide; AID 1768, 2009; 270,000 compounds, 0.23% hits; O00255; Menin + Texas Red MLL mutant peptide, fluorescence polarization; Potency, µM (top dose mostly 61.6 µM), without a hit: top-dose FP activity change, negative = inhibition, usual class: inhibitors; active = well fitted inhibition curve with a large enough effect in the polarisation, with a control signal flat, not every such curve was filed as active; inconclusive = small, poorly fitted or top-dose-only effect, or effect the other way, or a change in a side signal; inactive = no such curve, though single readings can be large or run the other way; the % refers to the polarisation; note: potency is the fitted concentration of half-maximal effect; % of control where 0% means no effect; many of its hits are not listed in these tables
RORgamma inh: qHTS for inhibitors of ROR gamma transcriptional activity; Potency, µM (highest dose often 53.6 µM), for inactives: at the highest dose activity change, negative = inhibition, actives largely listed as inhibitors; Nuclear receptor ROR-gamma (Mus musculus), P51450; 310,000 compounds, 5.4% hits; AID 2551, 2010; Drosophila S2 Gal4-RORgamma UAS-luciferase reporter, 20 h; note: potency is the fitted concentration of half-maximal effect; % is set by controls: 0 for no effect and ±100 for the full control effect; nearly all actives have a fitted effect of over 60% in size
Target sequence (P51450 whole entry, looked up, the tested form may be a part): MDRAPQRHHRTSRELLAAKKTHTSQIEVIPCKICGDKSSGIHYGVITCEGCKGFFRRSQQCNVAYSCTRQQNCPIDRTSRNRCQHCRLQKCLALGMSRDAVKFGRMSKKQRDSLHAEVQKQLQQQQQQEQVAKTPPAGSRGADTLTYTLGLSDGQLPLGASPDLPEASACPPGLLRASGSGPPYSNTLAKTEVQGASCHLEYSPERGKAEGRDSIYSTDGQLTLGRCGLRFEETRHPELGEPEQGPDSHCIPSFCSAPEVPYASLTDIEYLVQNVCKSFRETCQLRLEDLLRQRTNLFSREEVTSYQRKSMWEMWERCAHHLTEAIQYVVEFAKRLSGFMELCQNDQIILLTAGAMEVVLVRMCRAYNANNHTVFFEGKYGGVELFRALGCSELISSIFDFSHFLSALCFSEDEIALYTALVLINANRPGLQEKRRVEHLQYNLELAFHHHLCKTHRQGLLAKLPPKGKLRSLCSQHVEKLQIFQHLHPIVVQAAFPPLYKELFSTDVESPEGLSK
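ROR gamma transcriptional activity was tracked as Gal4-UAS luciferase output in stably transfected Drosophila Schneider cells, with compound added 1 hr before 700 uM copper sulfate induction and a 20 hr ambient-temperature incubation.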
FLuc modulator: qHTS profiling assay for firefly luciferase inhibitor/activator using purifed enzyme and Km concentrations of substrates (counterscreen for miR-21 project); Luciferin 4-monooxygenase (Photinus pyralis), P08659; purified FLuc, Km substrates, luminescence inhibition; Potency, µM (top dose mostly 57.5 µM), without a hit: at the highest dose activity change, negative = inhibition, actives largely listed as inhibitors; 360,000 compounds, 6.9% hits;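 note: potency is the fitted concentration of half-maximal effect; plate controls were vehicle for no effect and reference inhibitor for full effect; nearly all actives have a fitted effect of over 55% in size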
Target sequence (P08659 whole entry, looked up): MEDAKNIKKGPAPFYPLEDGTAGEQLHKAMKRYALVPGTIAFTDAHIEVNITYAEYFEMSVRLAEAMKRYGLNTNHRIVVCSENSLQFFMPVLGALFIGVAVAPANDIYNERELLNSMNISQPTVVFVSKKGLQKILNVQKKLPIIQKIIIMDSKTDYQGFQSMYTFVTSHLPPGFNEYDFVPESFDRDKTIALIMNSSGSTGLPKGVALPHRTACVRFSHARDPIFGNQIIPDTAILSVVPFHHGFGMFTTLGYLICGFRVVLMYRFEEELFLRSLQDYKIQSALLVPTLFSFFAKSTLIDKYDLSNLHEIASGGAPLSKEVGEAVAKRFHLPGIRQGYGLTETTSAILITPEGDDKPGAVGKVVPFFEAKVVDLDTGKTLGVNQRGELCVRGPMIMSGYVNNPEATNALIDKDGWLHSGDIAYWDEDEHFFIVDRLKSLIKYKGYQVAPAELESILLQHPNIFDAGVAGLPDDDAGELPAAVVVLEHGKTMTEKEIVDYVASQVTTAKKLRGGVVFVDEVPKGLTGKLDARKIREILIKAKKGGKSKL
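Purified P. pyralis luciferase, 10 nM final, with Km-level 10 uM D-luciferin and 10 uM ATP in 50 mM Tris acetate pH 7.5, 10 mM Mg acetate, 0.01% Tween-20, 0.05% BSA; 6-point qHTS titration about 60 µM downward; luminescence read.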
p53 reactivator: qHTS assay for re-activators of p53 using a Luc reporter | H1299 p53-A138V BP100-luciferase reporter, luminescence, 24 h | Potency, µM (series often up to 92.2 µM), for inactives: top-dose activity change, positive = activation, actives largely listed as activators | 320,000 compounds, 0.063% hits | AID 504706, 2011; note: potency is the fitted concentration of half-maximal effect; % of control where 0% means no effect; nearly all actives have a fitted effect of over 45% in size
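p53-null H1299 cells stably carrying temperature-sensitive p53-A138V and a BP100-luciferase reporter were pinned with compounds (4-point, 1:5 series) and held 24 hrs at 37 deg C. Luminescence was read 10 min after detection reagent.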
* = called active by the depositor; ? = inconclusive; nt = not tested or not shown; [ ] = another dose, or the depositor's remark. Unless noted, calls come from the whole dose curve; as a rule, active = well fitted curve in the direction sought with a large enough effect; inconclusive = small, poorly fitted or top-dose-only effect, or another doubt; inactive = no such curve, though single readings can be large; an effect the other way counts as inactive or inconclusive. A portion of the library (hit frequency here may not be typical).

SMILES	Giardia kill	Rab9 prom act	NPC1 promoter act	BRCA1 expr up	PKM2 activator	ELG1 genotox	VP16 counter	Menin MLL FP TR	RORgamma inh	FLuc modulator	p53 reactivator
Cc1onc(C(=O)Nc2sc3c(c2C(N)=O)CCCC3)c1[N+](=O)[O-]	-10	5%	-5%	22%	-14%	8%	7%	nt	22%	?	4%
COC(=O)c1ccccc1C(=O)N1CCCC(C(=O)c2ccc(OC)c(OC)c2)C1 (configuration not stated)	4	5%	-4%	3%	-4%	0%	-9%	nt	3%	-1%	3%
O=C(CSc1ccc2nnc(-c3ccccn3)n2n1)N1CCN(c2ccccc2)CC1	11	-1%	3%	-4%	6%	-10%	-1%	6%[11.7 µM]	-9%	2%	-13%
Cc1ccc(S(=O)(=O)Oc2ccc(/C=C(/NC(=O)c3ccccc3)C(=O)NCCCC(=O)O)cc2)cc1	-22	-6%	-1%	-2%	1%	1%	-2%	9%	-7%	-4%	3%
COc1ccc(OC)c(NC(=O)Cn2cc(C=O)c3ccccc32)c1	20	-10%	-5%	-3%	5%	-5%	-6%[10 µM]	2%	24%	4%	6%
Cc1ccc(N2C(=O)C3C(C2=O)N2C(c4cccs4)C4C(=O)N(c5ccc(C)cc5)C(=O)C4N2C3c2cccs2)cc1 (configuration not stated)	39[activator]	-4%	-4%	-7%	-1%	-1%	3%	1%	39%	0%	2%
COc1ccc(C(=O)N/N=C/c2cc(Br)ccc2O)cc1OC	0	-43%[inhibitor]	-33%[inhibitor]	-24%	-7%	?	4.5µM*	nt	3.2µM*	-16%	25%
O=C(CCN1CCCCO1)N1CCCC(Nc2cccc(F)c2)C1 (configuration not stated)	-4	-4%	5%	11%	-4%	-3%	0%	nt	-25%	9%	-2%
Cn1cnc([N+](=O)[O-])c1Sc1ncn[nH]1	7	-42%[inhibitor]	-4%	23%	9%	-6%	-16%	0%	-20%	-2%	?
Cc1cc(-c2ccc(C)c(S(=O)(=O)N3CCN(c4ccccn4)CC3)c2)on1	-8	-5%	3%	-33%	nt	-1%[9.26 µM]	2%	26%	9%	-2%	0%
CCOc1ccc(N2Cc3ncccc3C2=O)cc1	9	2.5µM*	3.2µM*	?	-13%	?	-17%	-14%	-34%	13µM*	4%
Cc1ccc(/C(N)=N/OC(=O)C(C)c2ccc([N+](=O)[O-])cc2)cc1 (configuration not stated)	0	-3%	-1%	-9%	2%	2%	5%	-3%	-10%	-2%	nt
C/C(=N\O)c1ccc2[nH]ccc2c1	8	?	-4%	97%	1%	15%	-1%	nt	26%	?	12%
COc1cc(Cl)c(C)cc1Nc1ncccn1	2	0%	-5%	-15%	0%	1%	0%	18%	13%	-9%	10%
O=C(CC(c1ccccc1)c1ccco1)N1CCCCC1 (configuration not stated)	nt	-3%	-1%	nt	9%	1%	-2%	-17%	32%	-1%	9%
Cc1c(C(N)=O)sc2ncn(CC(=O)N(C)C3CCCCC3)c(=O)c12	8	1%	-1%	-4%	-6%	-1%	5%	1%	-16%	4%	-7%
OCC1OC(n2cnc3ccccc32)CC1O (configuration not stated)	-2	-5%	-4%	2%	1%	-5%	-14%	-7%	4%	-2%	-1%
COc1ccc(C(=O)N/N=C(\Cc2ncc[nH]2)c2ccccc2)cc1	2	4%	-4%	-52%	3%	14%	-13%	-5%	?	0%	?
N#CC(C#N)=C1C=CC=CN1/C(=C\c1ccccc1Cl)C(=O)c1ccccc1	14	-28%	-21%	-92%[inhibitor]	?	-22%	3.2µM*	4%	6.3µM*	?	-20%
Cc1ccc(CCNC(=O)c2ccc(NC3=NC4CS(=O)(=O)CC4S3)cc2)cc1 (configuration not stated)	-11	0%	0%	0%	nt	2%	-2%	nt	-16%	0%	5%
O=C(CNC(=O)c1cccc(F)c1)N/N=C/c1ccc([N+](=O)[O-])s1	?	-23%	-16%	-73%	0%	-17%	1%	7%	15%	-13%	20%
CCc1nc2ccccc2n1CC(=O)Nc1cc(C)on1	30	1%	-1%	-7%	0%	5%	-24%	12%	11%	-1%	2%
CC(C)c1nc2cc(Cl)ccc2n(Cc2ccccc2)c1=O	0	11%	1%	-13%	1%	7%	15%	-13%	101%	-4%	7%
C=CCNS(=O)(=O)c1ccc(OC)c(C)c1	5	-7%	0%	-12%	-15%	1%	1%	-10%	-15%	2%	-4%
CC(=O)Nc1cccc(C(=O)OCc2csc(CC(=O)Nc3ccccc3C)n2)c1	8	11%	0%	-7%	nt	1%	nt	nt	nt	-11%	-4%
Cc1noc(C)c1COC(=O)Cc1ccc(Cl)c(Cl)c1	7	-3%	2%	-4%	-7%	0%	-1%	7%	9%	-14%	-16%
O=S(=O)(c1ccccc1)N(Cc1cccc(F)c1)c1ccccc1	-16	4%	-4%	-20%	-11%	-1%	14%	34%[activator]	2%	1%	nt
COc1ccc(C(=O)N2CCCC(Nc3ccc(C(C)C)cc3)C2)c(OC)n1 (configuration not stated)	5	-2%	0%	-33%	-4%	-10%	3%	nt	-7%	2%	-3%
COc1ccc2cc(/C=N/NC(=O)c3ccc(CN(c4cccc(Cl)c4Cl)S(C)(=O)=O)cc3)c(Cl)nc2c1	-9	-8%	-4%	-62%	-4%	1%	?	2%	0%	2%	1%
O=C(Nc1ccc2c(c1)OCO2)c1ccc2c(c1)OCO2	?	0.56µM*	0.79µM*	-5%	-34%	?	?	7%	?	2.1µM*	?
O=C(Nc1nccs1)C1CC=CCC1C(=O)OCC(F)(F)C(F)F (configuration not stated)	-4	4%	0%	2%	nt	0%	nt	nt	nt	-5%	11%
COc1cc(CNCCN2CCOCC2)ccc1OCc1c(Cl)cccc1Cl	nt	-5%	-1%	nt	-2%	0%	-8%	?	-32%	-2%	-20%
O=[N+]([O-])c1ccc(N/N=C/c2cn(-c3ccccc3)nc2-c2ccccc2)cc1	1	29%	20%	-10%	7%	?	-1%	nt	?	2.7µM*	0%
CC1CCCN(CC(O)COc2ccc(Cl)cc2)C1 (configuration not stated)	5	0%	0%	6%	-2%	-1%	-5%	-19%	-19%	0%	-20%
O=C(NC1CCCC1)c1ccc(COc2ccccc2Br)o1	17	6%	2%	21%	-1%	0%	0%	nt	7%	7%	-13%
Cc1cccc(NCc2ccccc2O)c1C	10	-3%	2%	-60%	-7%	9%	-10%	5%	17%	-3%	?
CC(=O)Nc1ccc(/C=N/N2CCCCC2)cc1	0	4.5µM*	3.2µM*	?	2%	?	-22%	-6%	-10%	27µM*	18%
Cc1ccccc1C1C(C#N)=C2N=C(N)c3c(sc4c3CCCCC4)N2C2=C1C(=O)CCC2 (configuration not stated)	2	-12%	2%	-48%	6%	-10%	?	-29%	14µM*	-1%	-3%
O=C1C2C(C(=O)N1Cc1ccco1)C1C=CC2C12CC2 (configuration not stated)	3	1%	0%	-3%	-2%	0%	0%	12%	31%	-1%	5%
COC(=O)c1oc2ccccc2c1NC(=O)c1ccccc1O	-3	-11%	-10%	-29%	2%	-10%	-8%	-20%	0%	-13%	-7%
N#C/C(=C\c1ccncc1)C(=O)Nc1ccc(C(=O)O)cc1	3	-3%[1.84 µM]	-3%	-5%	nt	0%	3%	1%	13%	-14%	1%
O=C(CSc1nc2ccc([N+](=O)[O-])cc2[nH]1)c1ccc(Cl)cc1	2	7%	5%	-48%	-4%	-7%	?	?	?	0%	-1%
Cc1ccc(NC(=O)c2cc3c(=O)oc4ccccc4c3s2)nc1	7	1%	1%	-7%	4%	7%	-2%	5%	-5%	-1%	5%
Cc1ccc(Cn2c(SCc3cccnc3)nc3c2c(=O)n(C)c(=O)n3C)cc1	7	-1%	-1%	-2%	0%	3%	-2%	-10%	15%	3%	?
CC(=O)c1c(C)[nH]c(C(=O)CN2CCN(S(=O)(=O)c3ccccc3[N+](=O)[O-])CC2)c1C	11	-13%	-4%	-32%	nt	-1%	nt	nt	nt	1%	2%

Screening results from PubChem BioAssay.
